DRD3 antagonist – antagonists of human D3 dopamine receptor; P35462; max response, negative = inhibition, %; hit rate 2.5% among 360,000; D3R cells, DiscoveRx beta-arrestin luminescence, antagonist mode; stronger effect = lower value; in the data active means max response below about -50%; inconclusive means no clear call, values can overlap the other calls; further: on the % scale 0 is the no-effect control and ±100 the full control effect; mostly tested at two doses, the higher about 12 µM
Target sequence (P35462 whole entry, looked up): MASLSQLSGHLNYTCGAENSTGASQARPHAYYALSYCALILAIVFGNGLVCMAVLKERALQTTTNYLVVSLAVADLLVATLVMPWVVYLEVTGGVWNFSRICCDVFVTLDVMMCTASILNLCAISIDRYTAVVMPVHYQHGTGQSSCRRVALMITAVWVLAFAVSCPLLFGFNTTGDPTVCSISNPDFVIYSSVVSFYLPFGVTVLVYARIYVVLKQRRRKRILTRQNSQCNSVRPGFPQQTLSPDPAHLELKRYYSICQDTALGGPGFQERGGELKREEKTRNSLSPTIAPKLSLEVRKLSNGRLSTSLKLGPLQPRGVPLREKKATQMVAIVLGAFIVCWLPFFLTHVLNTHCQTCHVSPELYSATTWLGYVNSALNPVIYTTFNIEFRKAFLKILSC
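Cells expressing the human receptor were seeded at 1500 cells/well, incubated overnight at 37 degrees C in 5% CO2, then exposed to library compounds with dopamine controls for 90 minutes at 37 degrees C before luminescent detection.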
D3 ag – activates the human D3 dopamine receptor | P35462 | D3R DiscoveRx beta-arrestin cells, luminescence, 90 min | max activation, % | hit rate 0.58% among 410,000; in the data active means max activation above about 30%; further: 0% is about no effect; mostly tested at two doses, the higher about 12 µM
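Agonist mode: compounds and dopamine controls were applied to plated cells for 90 min at 37 degrees C after an overnight attachment at 1500 cells/well. Luminescent read-out followed 30 - 60 minutes at room temperature with DiscoveRx detection reagent.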
PTHR1 agonist – PTHR1 (human) receptor agonism. HEK293 GP2 PTHR1 cells, GloSensor cAMP luminescence, 1 h. Potency, µM (top dose mostly 115 µM), without a hit: at the highest dose activation, actives largely listed as activators. hit rate 0.075% among 410,000; further: potency means the concentration at half of the fitted maximal effect; nearly all actives have a fitted effect of over 55% in size; some results filed as inactive show a strong effect at the top dose; inactives centre near -15; many of its hits are not listed in these tables
Target sequence (Q03431 whole entry, looked up): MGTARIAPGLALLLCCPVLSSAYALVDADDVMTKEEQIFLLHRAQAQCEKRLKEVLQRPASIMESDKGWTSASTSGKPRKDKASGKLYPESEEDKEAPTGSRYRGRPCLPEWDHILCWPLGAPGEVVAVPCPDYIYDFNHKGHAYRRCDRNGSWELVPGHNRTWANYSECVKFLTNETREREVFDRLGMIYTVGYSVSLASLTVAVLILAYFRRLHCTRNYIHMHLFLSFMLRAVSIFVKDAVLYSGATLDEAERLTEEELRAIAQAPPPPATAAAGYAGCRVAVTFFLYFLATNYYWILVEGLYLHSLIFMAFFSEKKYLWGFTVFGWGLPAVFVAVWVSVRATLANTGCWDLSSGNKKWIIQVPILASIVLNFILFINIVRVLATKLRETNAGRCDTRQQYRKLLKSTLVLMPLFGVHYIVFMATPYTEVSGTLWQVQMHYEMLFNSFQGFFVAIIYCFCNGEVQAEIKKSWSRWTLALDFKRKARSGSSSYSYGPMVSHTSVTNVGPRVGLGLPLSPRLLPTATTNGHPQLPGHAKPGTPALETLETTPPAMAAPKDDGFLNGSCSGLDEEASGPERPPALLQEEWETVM
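HEK-293-derived GP2 cells expressing PTHR1 and a GloSensor cAMP reporter, 3,000/well, plated overnight, given luciferin plus IBMX (each 0.5 mM as added) for 1 h at 37 °C, then compound for 1 h at 37 °C. Luminescence was read after 15 min at room temperature.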
CCT chaperon mod – cytosolic chaperonin activity modulation. purified chaperonin ATPase assay, HTRF ADP detection, 30 min. activity change, % (no concentration beside the values), hits read low. hit rate 0.3% among 360,000. AID 651819; in the data active means activity change below about -30%; further: on the % scale 0 is the no-effect control and ±100 the full control effect
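We incubate TRiC, 40 or 20 nM final, with library compounds at 76 uM and 10 uM ATP for 30 min at 37 °C. ADP formed is detected with Transcreener HTRF reagents after 30 min at room temperature.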
EPAC2 antagonist – blocks human EPAC2 exchange factor; Q8WZA2; EPAC2 GEF exchange of Rap1B-BODIPY-GDP, fluorescence; Potency, µM (doses to about 114 µM), inactives show top-dose activity, negative = inhibition, usual class: inhibitors; hit rate 0.18% among 360,000; AID 720708; further: potency means the concentration at half of the fitted maximal effect; on the % scale 0 is the no-effect control and ±100 the full control effect; nearly all actives have a fitted effect of over 45% in size; many of its hits are not listed in these tables
EPAC2 ag – EPAC2 (human) agonism. Potency, µM (doses to about 154 µM), for the others: at the top dose activation, actives largely listed as activators. AID 720711. Q8WZA2. hit rate 0.079% among 360,000. EPAC2 activation, biochemical qHTS; response scale: 100% = 6.5 mM cAMP response; further: potency means the concentration at half of the fitted maximal effect; nearly all actives have a fitted effect of over 50% in size
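Setup: EPAC2 100 nM, labeled Rap1B complex 250 nM, free GDP 50 uM. Compound titrations pinned in, brief spin, 5 min room temperature incubation. Kinetic fluorescence read over 30 min, normalized to 6.5 mM cAMP.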
pAkt inh – Akt phosphorylation inhibition; Neuro2A IGF-stimulated pAkt S473 HTRF, 20 min; stronger effect = lower value; activity change, % for hits at 50 µM; hit rate 0.32% among 360,000; in the data active means activity change below about -80%; inconclusive means mostly about -51% to -80%; further: on the % scale 0 is the no-effect control and ±100 the full control effect
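Neuro2A cells (4,500/well, DMEM with 0.5% FBS) were treated with compound at a single 50 µM final concentration, stimulated with 6 nM IGF for 20 min at 37 °C, and lysed. Phospho-Akt Ser473 was read by HTRF as 665/615 ratio ×10^4.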
MmCpn inh – inhibitors of Methanococcus maripaludis chaperonin (MmCpn); Potency, µM (doses to about 76.9 µM), inactives show at the top dose activity, negative = inhibition, actives largely listed as inhibitors; AID 504842; purified Mm-Cpn ATPase, ADP Transcreener TR-FRET; hit rate 0.031% among 330,000; further: potency means the concentration at half of the fitted maximal effect; on the % scale 0 is the no-effect control and ±100 the full control effect; nearly all actives have a fitted effect of over 80% in size
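Quantitative HTS used 25 nM Mm-CPN and 10 uM ATP in magnesium/KCl Tris buffer, pH 7.4, with 1 mM DTT. Hydrolysis ran 30 min at 37°C; ADP was read by HTRF.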
Starred values were filed as active, the others as inactive; i = inactive; ? = inconclusive; nt = not tested or not shown; [ ] = remark or other dose. Unless noted, the call rests on the fitted dose curve; in most records, active means well fitted curve in the direction sought with a large enough effect; inconclusive means small, poorly fitted or top-dose-only effect, or another doubt; inactive means no such curve, though single readings can be large; an effect the other way counts as inactive or inconclusive. This is a subset, so the mix of outcomes need not match the whole.

SMILES	DRD3 antagonist	D3 ag	PTHR1 agonist	CCT chaperon mod	EPAC2 antagonist	EPAC2 ag	pAkt inh	MmCpn inh
Cc1nc(-c2ccc(NC(=O)C3CC3)cc2)cs1	-11	-3	i	1.3	3%	6%	i	1%
CCN(CC)CCn1c2c(c(SCC(=O)Nc3ccc(C)c(F)c3)nc1=O)CCCC2	-21	-14	i	-1.2	-2%	1%	i	-3%
OCC1(CCc2ccccc2)CCCN(C/C=C/c2ccccc2)C1 (configuration not stated)	-68*	-23	i	-1.3	1%	4%	i	1%
Cc1c(NC2=CC(=O)CCC2)c(=O)n(-c2ccccc2)n1C	?	6	-14%	-0.4	-4%	6%	i	0%
O=C(Nc1nnc(Cc2ccc([N+](=O)[O-])cc2)s1)Nc1ccccc1F	7	-1	-52%[inhibitor]	-2.2	1%	0%	i	-1%
c1ccc(SCCOCCn2cncn2)cc1	-15	-3	i	-2.1	-2%	0%	i	3%
O=C(NC1CCN(C(=S)Nc2ccccc2Cl)CC1)C1CCCCC1	9	4	-53%[inhibitor]	3.1	10%	1%	i	-3%
O=C(c1ccncc1)N1CCN(c2cc(-c3ccccc3)nc3cc(-c4cccc(Cl)c4)nn23)CC1	24	2	-17%	-4.7	-9%	8%	i	nt
CCc1ccc(NC(=O)CSc2nc(=O)n(CCN(C)C)c3c2CCCC3)cc1	5	1	-13%	0.0	9%	-4%	i	-5%
O=C(NCCc1ccc(Cl)cc1)C(=O)c1c[nH]c2ccccc12	5	3	-14%	-2.9	-5%	3%	i	-4%
O=C(N1CCOCC1)N1CCN(S(=O)(=O)c2cccc([N+](=O)[O-])c2)CC1	-7	-3	?	0.0	3%	9%	i	-1%
NNC(=O)C1CC1c1ccc(Cl)cc1 (configuration not stated)	-29	-3	-7%	-0.7	-5%	-5%	i	1%
CCOC(=O)CSc1nnc(CNc2cccc(Cl)c2)n1C	5	2	i	0.1	14%	-6%	i	2%
CSc1ccccc1C(=O)Nc1cc2c(cc1C(=O)O)OCCCO2	3	0	-6%	-0.2	-3%	1%	i	1%
Cc1cc(C)n(C(C)CNC(=O)c2ccc3c(c2)OCO3)n1 (configuration not stated)	11	2	i	-2.1	6%	5%	i	0%
CCC1CCCCN1CCCNC(=O)c1ccc(CS(=O)(=O)c2ccccc2C)o1 (configuration not stated)	-11	-2	-11%	-0.5	-3%	2%	i	-1%
NS(=O)(=O)c1ccc(NC(=S)N2CCN(c3ccccc3)CC2)cc1	7	-3	-16%	-6.9	5%	-3%	i	1%
COc1ccc(C2/C=C\CN(CC(C)C)CC(=O)N2Cc2ccc(F)cc2)cc1 (configuration not stated)	9	-3	-5%	1.4	-22%	13%	i	1%
O=C(c1ccccc1Cc1ccccc1)N1CCN(S(=O)(=O)c2ccccc2[N+](=O)[O-])CC1	-14	1	-27%	-2.9	2%	1%	i	0%
C=CCNC(=O)c1c(Cl)nc(C)c([N+](=O)[O-])c1C	12	-2	i	-0.3	5%	6%	i	-1%
Cc1cccc(NC(=S)NCCC(C)C)c1	-18	-5	i	-0.5	-7%	-5%	i	-1%
Cc1csc(NC(=O)C(CC(C)C)NS(=O)(=O)c2ccc3c(c2)oc(=O)n3C)n1 (configuration not stated)	-9	-8	i	-1.3	-4%	-7%	i	2%
O=C(Nc1cccc(O)c1)c1cccc(S(=O)(=O)N2CCCCCC2)c1	-24	8	-10%	-0.9	-7%	9%	i	0%
O=C(CN1CCC(NC(=O)C2CCCCC2)CC1)Nc1cccc(F)c1	-15	-12	-12%	0.4	2%	8%	i	-4%
COC1=Nc2ccccc2/C=C\c2ccccc21	10	8	i	0.0	?	10%	i	nt

Copied from the list:
`COc1ccc(C2/C=C\CN(CC(C)C)CC(=O)N2Cc2ccc(F)cc2)cc1` (configuration not stated) @ CCT chaperon mod = 1.4
`c1ccc(SCCOCCn2cncn2)cc1` @ EPAC2 antagonist = -2%
`O=C(c1ccccc1Cc1ccccc1)N1CCN(S(=O)(=O)c2ccccc2[N+](=O)[O-])CC1` @ CCT chaperon mod = -2.9

4 compounds from above, sorted by length of the SMILES, descending:
SMILES	DRD3 antagonist	D3 ag	PTHR1 agonist	CCT chaperon mod	EPAC2 antagonist	EPAC2 ag	pAkt inh	MmCpn inh
C=CCNC(=O)c1c(Cl)nc(C)c([N+](=O)[O-])c1C	12	-2	i	-0.3	5%	6%	i	-1%
CSc1ccccc1C(=O)Nc1cc2c(cc1C(=O)O)OCCCO2	3	0	-6%	-0.2	-3%	1%	i	1%
CCOC(=O)CSc1nnc(CNc2cccc(Cl)c2)n1C	5	2	i	0.1	14%	-6%	i	2%
c1ccc(SCCOCCn2cncn2)cc1	-15	-3	i	-2.1	-2%	0%	i	3%

Further records follow:
SMILES	DRD3 antagonist	D3 ag	PTHR1 agonist	CCT chaperon mod	EPAC2 antagonist	EPAC2 ag	pAkt inh	MmCpn inh
O=C(CCn1c(=O)oc2ccccc21)Nc1ccc(C(=O)O)cc1	-20	-15	i	-1.1	8%	14%	i	0%
NC(=O)Cc1ccc2sc(-c3ccccc3)nc2c1	-10	-3	-88%[inhibitor]	-1.7	-6%	-1%	i	2%
COc1cccc(/C=N/NC(=O)c2cnccn2)c1OC	10	10	i	0.2	-22%	5%	i	1%
Nc1nc(-c2ccc(Br)cc2)cs1	?	-9	i	0.4	-20%	7%	i	1%
CCCn1c(CCC(=O)O)nc2cc(S(N)(=O)=O)ccc21	-7	-1	i	-0.6	5%	13%	i	-1%
COc1ccc(C(C)C)cc1S(=O)(=O)NCc1ccccn1	-16	-15	?	-1.0	1%	-10%	i	-1%
Cc1cc(C)n(-c2cccc(C(=O)O)c2)n1	-7	-9	-20%	-1.4	2%	2%	i	-1%
C=CC1=C(C(=O)O)N2C(=O)C(NC(=O)Cc3ccccc3)C2SC1 (configuration not stated)	-21	2	4%[57.5 µM]	-4.9	-9%	2%	i	-1%[15.4 µM]
O=C1CCC(C(=O)OCC(=O)Nc2cc(Cl)ccc2F)=NN1	-16	-5	i	-2.2	0%	9%	i	0%
Cc1cc(=O)oc2ccc(OCC(=O)N3CCC(C)CC3)cc12	11	9	-9%	-0.9	17%	18%	i	1%
CCCCCCOc1ccc(C(=O)O)cc1	9	5	-6%	-3.0	-8%	9%	i	-26%
COC(=O)NCC(c1cccnc1)N1CCN(c2ccccc2F)CC1 (configuration not stated)	3	-1	i	-0.8	-6%	1%	i	2%
CCOCCCn1c(C)nc2c(c1=O)c1nc3ccccc3nc1n2-c1ccc2c(c1)OCCO2	-13	3	-14%	3.0	9%	-13%	i	-7%
Cc1cc(C(=O)Nc2cccc(C)c2C)c2ccccc2n1	18	-2	i	-0.6	12%	1%	i	-8%
COc1ccc(C2=NN(S(C)(=O)=O)C(c3ccc4nccnc4c3)C2)cc1 (configuration not stated)	-8	-13	-6%	0.2	0%	-3%	i	?
COc1ccc(N2CCN(C(=O)COC(=O)c3ccc(Cl)nc3)CC2)cc1	2	13	-52%[inhibitor]	1.1	-8%	-2%	i	-2%
Clc1ccc(-c2nnc(-c3cccc4ccccc34)o2)cc1Cl	3	1	i	0.8	1%	15%	i	1%
Cc1cccc(OCC(O)CN2CCN(c3ccccn3)CC2)c1C (configuration not stated)	-21	68*	i	-0.3	0%	5%	i	-1%
CCc1csc(CCNC(=O)C2CCC(=O)N(CCc3cccc(F)c3)C2)n1 (configuration not stated)	-25	-2	-39%[inhibitor]	-2.1	7%	-3%	i	-1%
COc1ccc(C(=O)N(NC(=O)Oc2ccccc2)C(C)(C)C)cc1	14	-10	i	1.0	1%	5%	i	0%
NS(=O)(=O)c1ccc(NC(=O)CCC(=O)c2cccs2)cc1	1	-7	-38%[inhibitor]	0.7	-5%	8%	i	-3%
CCCSc1nnc(CNS(=O)(=O)c2ccc(C)cc2)n1C	0	-8	-23%	0.2	21%	-8%	i	-1%
COc1cc(OC)cc(C(=O)NC(C(=O)Nc2ccc(N3CCOCC3)cc2)C(C)C)c1 (configuration not stated)	15	-3	i	1.9	12%	-7%	i	-1%
CC(C)(C)OC(=O)N1CCC(c2c(C(=O)NCC3CCN(C4CCCC4)C3)cnn2-c2ccccc2)CC1 (configuration not stated)	11	17	i	2.0	-4%	5%	i	1%
COc1ccccc1CNCC(=O)Nc1ccc(N(C)C)cc1	-2	-7	i	-1.4	6%	4%	i	-1%
Later entries:
SMILES	DRD3 antagonist	D3 ag	PTHR1 agonist	CCT chaperon mod	EPAC2 antagonist	EPAC2 ag	pAkt inh	MmCpn inh
CSc1cccc(NC(=O)c2cnn3ccccc23)c1	-8	-9	i	1.4	0%	13%	i	-2%
CCC(=O)N1CCc2cc(S(=O)(=O)NCCC(=O)NCc3ccc(F)cc3)ccc21	2	4	-23%	-1.9	-6%	4%	i	1%
COc1cccc(CC(=O)N2CCC(CCC(=O)Nc3cccc(OC)c3)CC2)c1	-6	-5	i	-2.4	-11%	2%	i	-1%
O=C(COC(=O)c1ccc2c(c1)OCCO2)NCCc1ccccc1	12	3	-69%[inhibitor]	0.5	-2%	-8%	i	-1%
COCCNC(=O)C(C(=O)c1ccc(F)cc1)n1cc(C)ccc1=O (configuration not stated)	6	1	i	0.3	6%	1%	i	-2%
CCOC(=O)N1CCN(C(=O)c2ccc3c(c2)N=C(CC)c2cc(C)ccc2S3)CC1	-16	2	-13%	0.0	-14%	11%	i	1%
Cc1ccccc1NC(=O)CSc1n[nH]c(-c2ccccn2)n1	4	6	i	0.0	2%	-1%	i	-1%
CCOC(=O)N1CCN(C(=O)c2ccc(Cl)c(NC(=O)c3cccs3)c2)CC1	-13	-1	-23%	-2.2	-7%	9%	i	2%
Cc1ccc(S(=O)(=O)N2CCN(Cc3csc(C)n3)CC2)cc1	7	0	-8%	-0.5	-4%	-1%	i	1%
COc1cc2c(cc1OC)CN(CC(O)c1ccccc1)CC2 (configuration not stated)	-22	-8	-22%	-2.0	-3%	6%	i	-1%
COc1ccccc1N1CCN(C(=S)Nc2cccc(C)c2)CC1	-3	-3	-11%	-2.2	-2%	4%	i	1%
CCOc1ccc(N2C(=O)CC(N3CCN(c4ccc(Cl)cc4)CC3)C2=O)cc1 (configuration not stated)	-3	1	i	-4.8	3%	-1%	i	1%
CCCCC1=CC2=CC(=O)C(C)(OC(=O)CC)C(=O)C2=CN1C(CO)CO (configuration not stated)	?	15	-30%	0.5	-6%	6%	i	2%

Bioassay records as filed in PubChem.
